PAFAH2 FP inh: inhibitors of human PAFAH2; AID 492956; inhibition, % at 3.39 µM; 340,000 compounds, 0.99% hits; recombinant PAFAH2, FP-rhodamine activity probe, fluorescence polarization; Q99487;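 active = inhibition above the mean over all tested compounds plus 3 SD, cut at about 30% in these data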;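 note: inhibitors block probe labeling of enzyme so polarization drops; 0% = enzyme with DMSO and 100% = wells lacking PAFAH2 protein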
PAD4 inh: blocks human protein arginine deiminase 4. Q9UM07. recombinant PAD4, RCA probe fluorescence polarization. inhibition, % at 6.36 µM. 330,000 compounds, 0.41% hits. AID 485272;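 active = percent inhibition above a cutoff equal to the mean of all tested compounds plus 3 SD, cut at about 15% in these data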;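 note: 0% = PAD4 with RCA probe and DMSO and 100% = probe without PAD4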
LYPLA2 counter: counter-screen for PME1 inhibitors: inhibitors of human LYPLA2. 320,000 compounds, 0.38% hits. O95372. AID 2177. inhibition, % at 5.9 µM. recombinant LYPLA2, FP-Rh probe fluorescence polarization;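 active = inhibition above the screen-wide mean plus 3 SD, limit set per campaign, cut at about 26% in these data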;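 note: 0% = LYPLA2 with DMSO and 100% = wells lacking LYPLA2 enzyme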
Target sequence (O95372 whole entry, looked up): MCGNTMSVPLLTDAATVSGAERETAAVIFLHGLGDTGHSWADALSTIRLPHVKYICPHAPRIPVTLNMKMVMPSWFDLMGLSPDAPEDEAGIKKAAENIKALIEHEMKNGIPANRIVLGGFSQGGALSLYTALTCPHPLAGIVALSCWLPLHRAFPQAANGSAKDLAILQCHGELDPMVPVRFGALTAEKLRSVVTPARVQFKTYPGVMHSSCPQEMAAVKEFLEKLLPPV
PAFAH1B3 FP inh: inhibitors of human PAFAH1B3 | recombinant PAFAH1B3, FP-rhodamine probe, fluorescence polarization | 340,000 compounds, 0.28% hits | inhibition, % at 3.39 µM | Q15102;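 active = inhibition above the screen-wide average of all tested compounds plus 3 SD, cut at about 25% in these data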;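 note: 0% = enzyme with DMSO only and 100% = wells lacking PAFAH1B3 protein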
Target sequence (Q15102 whole entry, looked up): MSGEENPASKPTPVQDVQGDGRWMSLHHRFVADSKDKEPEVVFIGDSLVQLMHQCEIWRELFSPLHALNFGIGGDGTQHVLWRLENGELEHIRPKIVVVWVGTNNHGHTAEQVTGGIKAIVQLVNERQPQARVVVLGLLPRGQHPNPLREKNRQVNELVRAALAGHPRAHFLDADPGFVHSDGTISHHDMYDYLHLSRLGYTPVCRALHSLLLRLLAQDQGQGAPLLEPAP
GSTO1 counter: blocks human GSTO1 in RBBP9 counter-screen; recombinant GSTO1, activity-based probe fluorescence polarization; inhibition, % at 5.96 µM; 300,000 compounds, 1.1% hits; AID 1974;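 active = inhibition above the campaign mean inhibition plus 3 SD, cut at about 35% in these data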;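 note: 0% = GSTO1-1 with DMSO and 100% = wells lacking GSTO1-1 enzyme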
Target sequence (P78417 whole entry, looked up): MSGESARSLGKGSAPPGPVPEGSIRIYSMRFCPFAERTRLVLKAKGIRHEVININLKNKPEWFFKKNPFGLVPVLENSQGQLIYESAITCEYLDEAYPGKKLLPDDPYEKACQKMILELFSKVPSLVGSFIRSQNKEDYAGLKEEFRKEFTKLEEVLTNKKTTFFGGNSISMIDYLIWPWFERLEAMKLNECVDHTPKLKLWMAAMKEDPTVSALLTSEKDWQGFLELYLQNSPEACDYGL
PAFAH1B2 FP inh: inhibitors of human PAFAH1B2; P68402; recombinant PAFAH1B2, FP-rhodamine activity probe, fluorescence polarization; 340,000 compounds, 1.2% hits; inhibition, % at 3.39 µM;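 active = inhibition above the mean of all tested compounds plus 3 SD, cut at about 24% in these data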;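 note: 0% = enzyme with DMSO and 100% = wells lacking PAFAH1B2; many of its hits are not listed in these tables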
Target sequence (P68402 whole entry, looked up): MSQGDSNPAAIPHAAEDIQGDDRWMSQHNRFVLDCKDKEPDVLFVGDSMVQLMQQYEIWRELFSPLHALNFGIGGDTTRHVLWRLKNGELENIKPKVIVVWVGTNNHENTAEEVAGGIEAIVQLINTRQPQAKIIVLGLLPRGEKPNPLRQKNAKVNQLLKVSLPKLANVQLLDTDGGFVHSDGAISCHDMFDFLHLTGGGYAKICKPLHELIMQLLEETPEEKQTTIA
LYPLA1 counter: LYPLA1 (human) inhibition in PME1 counter-screen; recombinant LYPLA1, FP-Rh probe fluorescence polarization; inhibition, % at 5.9 µM; O75608; 320,000 compounds, 0.16% hits;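 active = inhibition above the mean of all tested compounds plus 3 SD, set per campaign, cut at about 14% in these data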;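 note: inhibitors block serine hydrolase probe labeling of LYPLA1 so polarization falls; 0% = enzyme with DMSO and 100% = wells lacking LYPLA1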
pPAFAH FP inh: inhibitors of human plasma PAF acetylhydrolase (pPAFAH); Q13093; inhibition, % at 3.39 µM; 330,000 compounds, 1.5% hits; recombinant pPAFAH, FP-rhodamine probe fluorescence polarization; AID 463082;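 active = inhibition above the mean inhibition across the screen plus 3 SD, cut at about 25% in these data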;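 note: inhibitors block binding of the rhodamine activity-based probe so polarization drops; 0% = enzyme with DMSO and 100% = wells lacking pPAFAH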
PREPL inh: inhibitors of human prolyl oligopeptidase-like enzyme PREPL; Q4J6C6; recombinant PREPL, fluorescence polarization activity-based probe; inhibition, % at 5.96 µM; 320,000 compounds, 0.68% hits; AID 2751; in the data active = inhibition above about 43%;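 note: 0% = enzyme with DMSO and 100% = wells lacking enzyme; many of its hits are not listed in these tables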
Numbers without * were called inactive. Not all compounds are listed; rates above refer to the full screens.

For CCCn1c(=O)c2c(C(F)(F)F)cc(-c3ccco3)nc2n(CCC)c1=O the results were PAFAH2 FP inh 5, PAD4 inh 1, LYPLA2 counter 2, PAFAH1B3 FP inh 3, GSTO1 counter 3, PAFAH1B2 FP inh 0, LYPLA1 counter 0, pPAFAH FP inh -8 and PREPL inh -2.
For CN(C)C(=S)c1ccccc1 the results were PAD4 inh -2, LYPLA2 counter 4, GSTO1 counter 5, LYPLA1 counter 0, pPAFAH FP inh 3 and PREPL inh -6.
For CCOC(=O)N1CCN(C(=O)c2cn(C)c3ccc(S(=O)(=O)N4CCCC4)cc3c2=O)CC1 the results were PAFAH2 FP inh -3, PAD4 inh 1, LYPLA2 counter -2, PAFAH1B3 FP inh 10, GSTO1 counter 0, PAFAH1B2 FP inh 6, LYPLA1 counter -2, pPAFAH FP inh 3 and PREPL inh 5.
`CNC(=O)c1csc(-c2ccc(Cl)cc2)n1` gave PAFAH2 FP inh 0, PAD4 inh -3, LYPLA2 counter -1, PAFAH1B3 FP inh 4, GSTO1 counter -1, PAFAH1B2 FP inh 0, LYPLA1 counter 1, pPAFAH FP inh 6 and PREPL inh -10.
For CN(C)S(=O)(=O)c1cccc(C(=O)OCC(=O)N2c3ccccc3NC(=O)C2(C)C)c1 the results were PAFAH2 FP inh 8, PAD4 inh -8, LYPLA2 counter 1, PAFAH1B3 FP inh 7, GSTO1 counter -4, PAFAH1B2 FP inh 3, LYPLA1 counter -4, pPAFAH FP inh 4 and PREPL inh 3.
Oc1cccc(NC(=S)N=Nc2c(O)[nH]c3ccccc23)c1 was read as PAFAH2 FP inh 3, PAD4 inh 2, LYPLA2 counter -5, PAFAH1B3 FP inh 5, GSTO1 counter -85, PAFAH1B2 FP inh 2, LYPLA1 counter -8, pPAFAH FP inh 13 and PREPL inh 13.
COc1ccccc1CNC(=O)CN1CCN(Cc2ccc(Cl)cc2)C1=O was read as PAFAH2 FP inh -6, PAD4 inh -2, LYPLA2 counter -9, PAFAH1B3 FP inh 8, GSTO1 counter -1, PAFAH1B2 FP inh 2, LYPLA1 counter 0, pPAFAH FP inh -4 and PREPL inh 8.
For CCc1ccc(OCC(=O)Nc2ccc(S(=O)(=O)Nc3ccccn3)cc2)cc1 the results were PAFAH2 FP inh 6, PAD4 inh 2, LYPLA2 counter -5, PAFAH1B3 FP inh 0, GSTO1 counter 6, PAFAH1B2 FP inh 2, LYPLA1 counter -2, pPAFAH FP inh 8 and PREPL inh -19.
For CS(=O)(=O)N(CC(=O)Nc1ccccc1C(=O)N1CCOCC1)c1ccc(Cl)cc1 the results were PAFAH2 FP inh -10, PAD4 inh 0, LYPLA2 counter -3, PAFAH1B3 FP inh 8, GSTO1 counter -9, PAFAH1B2 FP inh 16, LYPLA1 counter 2, pPAFAH FP inh -2 and PREPL inh 0.
CCCN1CCN(C(=S)Nc2sc(CC)cc2C(=O)OC)CC1 was read as PAFAH2 FP inh 0, PAD4 inh -6, LYPLA2 counter -2, PAFAH1B3 FP inh 0, GSTO1 counter 18, PAFAH1B2 FP inh 7, LYPLA1 counter -4, pPAFAH FP inh 2 and PREPL inh 6.
COc1cc(OC)c2cc(C(=O)N/N=C/c3cccc(OC)c3O)[nH]c2c1 was read as PAFAH2 FP inh -11, PAD4 inh 0, LYPLA2 counter 2, PAFAH1B3 FP inh 16, GSTO1 counter -4, PAFAH1B2 FP inh 11, LYPLA1 counter -5, pPAFAH FP inh 18 and PREPL inh 24.
Screening COc1ccc(CCNC(=O)Cc2cccs2)cc1 returned PAFAH2 FP inh -2, PAD4 inh 0, LYPLA2 counter 3, PAFAH1B3 FP inh -2, GSTO1 counter -1, PAFAH1B2 FP inh 4, LYPLA1 counter 0, pPAFAH FP inh 1 and PREPL inh 2.
`COC(=O)C1=C(C)N(CCCC(=O)O)C(=O)NC1c1cccc2ccccc12` (centres undefined) gave PAFAH2 FP inh 0, PAD4 inh -2, LYPLA2 counter 4, PAFAH1B3 FP inh -4, GSTO1 counter 0, PAFAH1B2 FP inh 4, LYPLA1 counter 2, pPAFAH FP inh -2 and PREPL inh -6.
`CC(=O)c1cccc(NC(=O)NC2CCCc3ccccc32)c1` (centres undefined) gave PAFAH2 FP inh -7, PAD4 inh -10, LYPLA2 counter -1, PAFAH1B3 FP inh 2, GSTO1 counter 5, PAFAH1B2 FP inh 5, LYPLA1 counter -2, pPAFAH FP inh 1 and PREPL inh 6.
For O=C(NC1CC1)c1cccc(Oc2ccccc2)c1 the results were PAFAH2 FP inh 0, PAD4 inh -1, LYPLA2 counter 2, PAFAH1B3 FP inh 10, GSTO1 counter 9, PAFAH1B2 FP inh 2, LYPLA1 counter -4, pPAFAH FP inh 2 and PREPL inh -1.
Screening NS(=O)(=O)c1cccc(NC(=O)/C=C/c2cccs2)c1 returned PAFAH2 FP inh 7, PAD4 inh -2, LYPLA2 counter -6, PAFAH1B3 FP inh 2, GSTO1 counter -8, PAFAH1B2 FP inh 1, LYPLA1 counter -5, pPAFAH FP inh 0 and PREPL inh -4.
CCC(c1nnnn1Cc1ccco1)N(Cc1cc2cc(OC)ccc2[nH]c1=O)C1CCCCC1 (centres undefined) was read as PAFAH2 FP inh 3, PAD4 inh -7, LYPLA2 counter -1, PAFAH1B3 FP inh -4, GSTO1 counter -5, PAFAH1B2 FP inh 0, LYPLA1 counter -7, pPAFAH FP inh 23 and PREPL inh 11.
For Cc1cc(NC(=O)CSc2n[nH]c(N)n2)no1 the results were PAFAH2 FP inh 3, PAD4 inh 0, LYPLA2 counter -5, PAFAH1B3 FP inh -3, GSTO1 counter -4, PAFAH1B2 FP inh 1, LYPLA1 counter 0, pPAFAH FP inh 1 and PREPL inh -3.
Brc1ccc(OCCCN2CCOCC2)cc1 was read as PAFAH2 FP inh -2, PAD4 inh 2, LYPLA2 counter -4, PAFAH1B3 FP inh 4, GSTO1 counter -4, PAFAH1B2 FP inh 6, LYPLA1 counter -4, pPAFAH FP inh 4 and PREPL inh -2.
COc1cccc(OC)c1NC(=O)CN1CCN(C)CC1 was read as PAFAH2 FP inh -6, PAD4 inh 2, LYPLA2 counter 11, PAFAH1B3 FP inh 3, GSTO1 counter 1, PAFAH1B2 FP inh 4, LYPLA1 counter 3, pPAFAH FP inh -2 and PREPL inh 14.
For Cc1ccc(OCc2ccc(C(=O)O)o2)c([N+](=O)[O-])c1 the results were PAFAH2 FP inh 3, PAD4 inh 4, LYPLA2 counter -2, PAFAH1B3 FP inh 1, GSTO1 counter 1, PAFAH1B2 FP inh 5, LYPLA1 counter 0, pPAFAH FP inh 3 and PREPL inh -3.
CC1CCC(NC(=O)CNC(=O)c2ccc3ccccc3c2)CC1 (centres undefined) was read as PAFAH2 FP inh -6, PAD4 inh 1, LYPLA2 counter -4, PAFAH1B3 FP inh 5, GSTO1 counter 0, PAFAH1B2 FP inh 8, LYPLA1 counter -1, pPAFAH FP inh 2 and PREPL inh -1.
`CCCNC(=S)N1CCN(C(c2ccccc2)c2ccccc2)CC1` gave PAFAH2 FP inh -16, PAD4 inh -1, LYPLA2 counter -13, PAFAH1B3 FP inh 0, GSTO1 counter -2, PAFAH1B2 FP inh 7, LYPLA1 counter -4, pPAFAH FP inh -2 and PREPL inh 4.
`Cc1cccc(N2C(=O)C(O)=C(C(=O)c3cccs3)C2c2ccc(C(C)C)cc2)n1` (centres undefined) gave PAFAH2 FP inh 7, PAD4 inh 0, LYPLA2 counter 4, PAFAH1B3 FP inh 0, GSTO1 counter 14, PAFAH1B2 FP inh -2, LYPLA1 counter -4, pPAFAH FP inh 10 and PREPL inh 10.
For CCOc1ccc2nc(N3CCC(C(=O)Nc4nnc(CC)s4)CC3)sc2c1 the results were PAFAH2 FP inh 6, PAD4 inh 1, LYPLA2 counter -4, PAFAH1B3 FP inh 1, GSTO1 counter 7, PAFAH1B2 FP inh 3, LYPLA1 counter 1, pPAFAH FP inh -1 and PREPL inh 1.
For COc1cc2nc(Nc3ccc(F)cc3)nc(N)c2cc1OC the results were PAFAH2 FP inh -7, PAD4 inh 2, LYPLA2 counter 3, PAFAH1B3 FP inh 7, GSTO1 counter -9, PAFAH1B2 FP inh 5, LYPLA1 counter 0, pPAFAH FP inh 3 and PREPL inh 21.
Screening Cc1nc(Nc2ccc(S(N)(=O)=O)cc2)sc1C(=O)Nc1ccccc1 returned PAFAH2 FP inh 3, PAD4 inh -7, LYPLA2 counter -6, PAFAH1B3 FP inh 6, GSTO1 counter -6, PAFAH1B2 FP inh 10, LYPLA1 counter -5, pPAFAH FP inh -2 and PREPL inh 10.
Screening O=c1[nH]c2ccc(S(=O)(=O)NCc3ccccc3)cc2[nH]1 returned PAFAH2 FP inh -2, PAD4 inh -3, LYPLA2 counter 0, PAFAH1B3 FP inh 4, GSTO1 counter -3, PAFAH1B2 FP inh 3, LYPLA1 counter -1, pPAFAH FP inh 5 and PREPL inh -7.
For COCC1CCN(C(=O)c2ccc3oc(CCCc4ccccc4)nc3c2)C1 (centres undefined) the results were PAFAH2 FP inh 9, PAD4 inh 4, LYPLA2 counter 5, PAFAH1B3 FP inh 9, GSTO1 counter 1, PAFAH1B2 FP inh 2, LYPLA1 counter -6, pPAFAH FP inh 11 and PREPL inh 14.
For CCC(C(=O)c1ccc2ncccc2c1)c1ccccc1 (centres undefined) the results were PAFAH2 FP inh 10, PAD4 inh -4, LYPLA2 counter 0, PAFAH1B3 FP inh 10, GSTO1 counter 6, PAFAH1B2 FP inh 25*, LYPLA1 counter -3, pPAFAH FP inh 2 and PREPL inh -24.
`O=C(NCCc1ccccn1)c1n[nH]c(=O)c2ccccc12` gave PAFAH2 FP inh 0, PAD4 inh -2, LYPLA2 counter 4, PAFAH1B3 FP inh 16, GSTO1 counter 2, PAFAH1B2 FP inh -2, LYPLA1 counter 3, pPAFAH FP inh 4 and PREPL inh -5.
CC(C)CCNC(=O)C1CC(=O)N(C2CCCC2)C1 (centres undefined) was read as PAFAH2 FP inh -1, PAD4 inh -2, LYPLA2 counter -3, PAFAH1B3 FP inh 6, GSTO1 counter 4, PAFAH1B2 FP inh -4, LYPLA1 counter 3, pPAFAH FP inh -1 and PREPL inh 5.
For COc1ccc2oc(C(=O)N(C)Cc3ccc(OC(F)F)cc3)c(C)c2c1 the results were PAFAH2 FP inh -1, PAD4 inh 0, LYPLA2 counter -1, PAFAH1B3 FP inh -10, GSTO1 counter -3, PAFAH1B2 FP inh -7, LYPLA1 counter -1, pPAFAH FP inh 4 and PREPL inh -6.
N#Cc1cc(Cl)c(N2CCOCC2)cc1C#N was read as PAFAH2 FP inh 12, PAD4 inh 5, LYPLA2 counter -1, PAFAH1B3 FP inh 3, GSTO1 counter -3, PAFAH1B2 FP inh 2, LYPLA1 counter 4, pPAFAH FP inh -2 and PREPL inh -2.
`COC(=O)c1ccc(N=Cc2c(C(F)(F)F)[nH]n(C)c2=O)cc1` gave PAFAH2 FP inh 1, PAD4 inh -4, LYPLA2 counter 5, PAFAH1B3 FP inh -2, GSTO1 counter 0, PAFAH1B2 FP inh -7, LYPLA1 counter 1, pPAFAH FP inh 1 and PREPL inh 2.
Screening O=C(NC1CCCCC1)N1CCN(C(=O)c2ccco2)CC1 returned PAFAH2 FP inh 7, PAD4 inh -1, LYPLA2 counter 6, PAFAH1B3 FP inh 3, GSTO1 counter 3, PAFAH1B2 FP inh 0, LYPLA1 counter -1, pPAFAH FP inh 1 and PREPL inh 5.
